SUMO1 PPI mod = alters human SUMO1 binding to SIM partners; SUMO1 binding to a labelled peptide, TR-FRET, 1 h; inhibition, % at 20 µM; 360,000 compounds, 0.33% hits; AID 602429; in the data active = inhibition above about 37%
STEP block = blocks human striatal-enriched tyrosine phosphatase. P54829. recombinant STEP, OMFP fluorogenic substrate, fluorescence. inhibition, % at 20 µM. 360,000 compounds, 0.25% hits. AID 588621;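 active = inhibition at 20 µM, scaled per plate between control wells, above about 37%, limit read from the data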;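 note: 0% = DMSO with enzyme and substrate and 100% = substrate only without enzyme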
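System: STEP phosphatase, cell-free reaction; Buffer or medium: Bis-Tris pH 6.0 buffer with DTT, detergent; Incubation: 20 min at room temperature, dark; Measured by: fluorescence, 480/540 nm.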
NadD inh = NadD (S. aureus) enzyme inhibition. purified NadD enzyme, colorimetric absorbance read-out. inhibition, % at 20 µM. 360,000 compounds, 0.78% hits. AID 602399; in the data active = inhibition above about 26%; note: some compounds past the cut are filed as inactive
NRP1-CendR mod = modulators of CendR peptide binding to human neuropilin-1. O14786. FAM-RPARPAR peptide binding to NRP-1, fluorescence polarization. inhibition, % at 25 µM. 360,000 compounds, 0.85% hits;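 active = inhibition or corrected inhibition above about 18%, plus a signal ratio from 0.5 to 1.5, limit read from the data, passing the limit was not always enough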; note: strong numbers were not always called active
Neddylation inh = inhibitors of human cullin neddylation; P61081+Q13564; TR-FRET cullin neddylation, biochemical; calls only at 25 µM; 360,000 compounds, 0.58% hits; AID 651699; in the data active = inhibition above about 36%
SKN-1 inh = blocks SKN-1 activity in C. elegans; 360,000 compounds, 0.49% hits; AID 624304; inhibition, % at 21.8 µM; C. elegans VP596 Pgst-4::GFP/RFP ratio, acrylamide-induced, 24 h;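 active = interference check ratio from 0.5 to 1.5 plus GFP to RFP signal ratio inhibition reaching or exceeding a fixed threshold, cut at about 30% in these data, passing the limit was not always enough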; note: some compounds called inactive have numbers as strong as hits
DNMT1 inh = inhibitors of human DNMT1; DNMT1 molecular beacon, Hinp1I cleavage, fluorescence; inhibition (reported as % activation of signal), % at 10 µM; 360,000 compounds, 0.83% hits; in the data active = inhibition above about 50%
Target sequence (P26358 504-1616 limits assumed): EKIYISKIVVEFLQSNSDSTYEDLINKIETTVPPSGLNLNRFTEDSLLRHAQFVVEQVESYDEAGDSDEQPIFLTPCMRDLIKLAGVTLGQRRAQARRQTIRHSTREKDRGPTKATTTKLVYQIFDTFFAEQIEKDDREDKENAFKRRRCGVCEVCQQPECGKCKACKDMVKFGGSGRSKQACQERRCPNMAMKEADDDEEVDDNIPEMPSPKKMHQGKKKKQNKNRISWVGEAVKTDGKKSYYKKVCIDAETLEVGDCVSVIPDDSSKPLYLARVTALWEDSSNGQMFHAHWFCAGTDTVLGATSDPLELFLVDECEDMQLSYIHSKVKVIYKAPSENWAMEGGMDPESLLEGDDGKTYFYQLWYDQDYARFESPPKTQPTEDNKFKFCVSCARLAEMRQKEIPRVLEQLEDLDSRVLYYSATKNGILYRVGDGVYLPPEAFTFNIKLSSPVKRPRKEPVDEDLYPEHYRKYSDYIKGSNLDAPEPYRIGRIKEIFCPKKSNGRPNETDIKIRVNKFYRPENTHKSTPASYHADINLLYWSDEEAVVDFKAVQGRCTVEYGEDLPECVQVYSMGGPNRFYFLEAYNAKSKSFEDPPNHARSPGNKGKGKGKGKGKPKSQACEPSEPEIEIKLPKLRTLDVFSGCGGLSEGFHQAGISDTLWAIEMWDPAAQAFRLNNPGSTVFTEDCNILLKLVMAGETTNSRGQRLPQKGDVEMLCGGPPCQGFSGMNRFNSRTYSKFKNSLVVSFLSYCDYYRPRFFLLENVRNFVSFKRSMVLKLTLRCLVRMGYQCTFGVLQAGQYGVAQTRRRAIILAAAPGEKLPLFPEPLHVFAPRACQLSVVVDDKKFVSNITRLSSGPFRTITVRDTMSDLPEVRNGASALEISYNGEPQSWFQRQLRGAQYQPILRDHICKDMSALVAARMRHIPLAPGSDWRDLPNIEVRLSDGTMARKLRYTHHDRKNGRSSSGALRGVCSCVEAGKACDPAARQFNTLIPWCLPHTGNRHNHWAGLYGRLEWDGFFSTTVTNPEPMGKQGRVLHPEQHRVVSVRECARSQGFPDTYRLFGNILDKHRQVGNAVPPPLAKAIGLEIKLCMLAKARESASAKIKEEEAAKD
TbMetRS inhib = blocks T. brucei methionyl-tRNA synthetase activity. purified T. brucei MetRS, ATP depletion, Kinase-Glo luminescence. inhibition, % at 11.9 µM. 360,000 compounds, 0.4% hits. AID 624268;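 active = inhibition above a per-plate cutoff of the control wells' mean inhibition plus 3 SD, cut at about 5.5% in these data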;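 note: 0% = DMSO wells median and 100% = median of wells with control inhibitor compound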
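technique = Kinase-Glo luminescence, ATP depletion format | system = purified MetRS (methionyl-tRNA synthetase) enzyme from Trypanosoma brucei | timing = 15 min preincubation, 2 h reaction, all 25 °C | evaluation = percent inhibition versus plate control medians | dosing = single dose, 11.9 µM final nominal, 0.9% final DMSO | also added = substrates ATP, L-methionine and bulk Escherichia coli tRNA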
Scp1 inh = Scp-1 (human) phosphatase inhibition | AID 493091 | Recombinant Scp1, phosphopeptide, malachite green phosphate absorbance | inhibition, % at 20 µM | 340,000 compounds, 0.88% hits | Q9GZU7;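 active = inhibition above about 50% at 20 µM, limit read from the data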;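 note: plate controls were DMSO wells with enzyme for no effect and wells lacking enzyme for full effect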
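Test system: SCP-1 phosphatase catalytic domain, residues 76-261 | Compound dosing: One concentration, 20 µM, with 1.0% DMSO | Schedule: 45 min room-temperature reaction, 5 min colour, 30 min stabiliser | Detection: Absorbance at 630 nm | Read-out basis: % inhibition of SCP-1 phosphate liberation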
LMPTP inh = blocks human LMPTP phosphatase | recombinant LMPTP-A, OMFP fluorogenic substrate, fluorescence intensity | inhibition, % at 20 µM | 360,000 compounds, 0.22% hits | AID 651560;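 active = compounds that cut the enzyme signal by at least half of the control window in the single-dose screen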;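 note: plate controls were DMSO wells with enzyme plus substrate for no effect and substrate without enzyme for full effect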
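Test system: LMPTP-A, protein tyrosine phosphatase of low molecular weight; Input: 0.625 nM enzyme; Incubation: 50 min dark incubation at room temperature; Signal: endpoint fluorescence intensity from OMFP dephosphorylation; Read-out basis: % inhibition versus control wells.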
Starred values were filed as active, the others as inactive; i = inactive; · = not tested or not shown.

SMILES	SUMO1 PPI mod	STEP block	NadD inh	NRP1-CendR mod	Neddylation inh	SKN-1 inh	DNMT1 inh	TbMetRS inhib	Scp1 inh	LMPTP inh
CCOC(=O)c1nnn(-c2nonc2N)c1COc1ccccc1	0.9	-4.3	0.8	-11.3	i	-6.5	1.5	-1.5	3.6	-0.1
COc1cc(CC(=O)NCc2ccc3c(c2)OCO3)cc(OC)c1OC	-0.6	-3.3	-1.9	8.8	i	-10.2	-0.1	-0.9	-8.7	-0.9
CCNS(=O)(=O)c1ccc(-c2ccc(-n3cnnn3)cc2)cc1	0.6	-0.4	-4.4	-0.4	i	9.0	-2.9	-0.2	-9.3	-1.0
O=c1[nH]c2ccc(Cl)cc2c(O)c1Cc1ccccc1	4.0	-4.2	-0.2	4.5	i	-1.8	0.3	2.4	-7.2	0.0
COc1cc(/C=C(\C#N)C(=O)NC2CCCCC2C)ccc1OS(=O)(=O)c1ccc(C)cc1 (stereo unspecified)	6.2	0.8	-2.6	-8.7	i	0.1	-11.8	-0.8	-2.7	2.4
Cc1ccc(NC2CCCN(C(=O)CCn3nccc3C)C2)cc1C (stereo unspecified)	-3.2	1.2	2.0	3.2	i	20.3	-0.8	0.4	1.1	0.1
CCOC(=O)C1CCN(C(=O)COc2cccc3ccccc23)CC1	-8.4	-0.8	0.1	-0.2	i	3.9	-0.9	-0.1	-1.4	1.0
COCCCNC(=O)C[C@H]1C[C@H](C(=O)N(C(C)C)C(C)C)[C@@]2(C)c3[nH]c4cc(CCC(=O)N(C)C)ccc4c3CCN2C1=O	0.0	-2.2	5.1	0.1	i	5.2	6.8	-0.2	4.1	-2.2
C=CCN(c1ccc(Cl)cc1)S(=O)(=O)c1cccc(C(=O)O)c1	3.2	-3.5	4.0	0.3	i	-14.4	0.5	-2.0	6.7	0.4
O=C(CNC(=O)c1ccc(Br)o1)OCc1ccc(Br)cc1	3.4	-0.4	3.7	2.8	i	-6.2	0.5	2.2	12.8	0.4
Cc1cc(C)n(C(=O)c2cc([N+](=O)[O-])cc([N+](=O)[O-])c2)n1	-30.4	0.4	8.9	-2.6	i	-9.7	3.3	0.1	-3.7	-0.4
COc1ccccc1OCCn1c(=O)sc2ccccc21	-2.2	0.6	4.6	-13.2	i	-2.8	2.0	-0.7	-11.5	-0.4
CCOC(=O)Cc1csc(SCn2nnc3ccccc3c2=O)n1	-6.5	8.6	-3.3	16.7	i	0.4	-0.6	-0.1	4.1	-2.0
CCc1ccc([C@@H]2CC=C(C(=O)O)[C@H](c3ccc(Br)cc3)N2S(=O)(=O)c2ccc(C)cc2)cc1	19.6	-2.8	12.1	-56.5	i	-4.7	22.2	0.4	-12.4	3.4
COc1ccccc1-c1cn(CC[C@H]2CC[C@@H](NS(=O)(=O)c3ccccc3C)[C@@H](CO)O2)nn1	-6.9	·	·	-10.5	i	17.1	·	-1.3	·	-2.3
CN1CCN(C(=S)NC(CC(=O)c2ccccc2)c2ccccc2)CC1 (stereo unspecified)	0.0	3.0	-2.2	-4.7	i	1.2	0.6	0.2	-7.2	-1.7
Cc1ccccc1N=C1NC(=O)C(CO)(CO)S1	1.9	1.7	-4.1	9.5	i	-3.5	1.7	0.9	-1.9	-1.5
Cc1ccc(OCCNC(=O)/C=C/c2ccccc2)cc1	-6.3	0.3	-7.0	-2.6	i	8.8	-1.0	-0.3	-7.8	0.9
O=C(C1CCC(CNc2c(N3CCOCC3)c(=O)c2=O)CC1)N1CCN(c2ccccc2)CC1 (stereo unspecified)	8.0	-2.0	3.1	-5.9	i	-2.4	0.5	0.0	-1.6	0.3
O=C(O)c1sccc1Oc1ccc(NS(=O)(=O)c2ccc(Cl)cc2)cc1	14.0	0.1	-6.3	-8.3	i	6.8	0.1	0.5	-10.4	-1.7
CCOc1cc(-c2nc(-c3ccc(OC)cc3)no2)cc(OCC)c1OCC	2.0	3.7	4.5	4.2	i	-7.5	1.9	-0.4	-6.9	-0.4
O=C(COc1ccc(Cl)cc1Cl)Nc1ccccc1F	1.0	1.8	-10.2	-1.8	i	22.0	5.8	1.2	-0.4	2.6
CC(=O)N1CCc2cc(S(=O)(=O)NC(CC(C)C)C(=O)N3CCc4ccccc4C3)ccc21 (stereo unspecified)	-2.5	-2.9	3.8	-0.6	i	1.8	2.3	0.0	-20.1	-0.2
CN(C)/N=C/c1c(O)ccc2ccccc12	-8.4	-1.0	-1.7	8.4	i	13.4	-3.9	-0.2	-8.2	1.4

A second format for 3 compounds above:
SUMO1 PPI mod	STEP block	NadD inh	NRP1-CendR mod	Neddylation inh	SKN-1 inh	DNMT1 inh	TbMetRS inhib	Scp1 inh	LMPTP inh	Structure
-3.2	1.2	2.0	3.2	i	20.3	-0.8	0.4	1.1	0.1	Cc1ccc(NC2CCCN(C(=O)CCn3nccc3C)C2)cc1C (stereo unspecified)
-8.4	-0.8	0.1	-0.2	i	3.9	-0.9	-0.1	-1.4	1.0	CCOC(=O)C1CCN(C(=O)COc2cccc3ccccc23)CC1
0.0	-2.2	5.1	0.1	i	5.2	6.8	-0.2	4.1	-2.2	COCCCNC(=O)C[C@H]1C[C@H](C(=O)N(C(C)C)C(C)C)[C@@]2(C)c3[nH]c4cc(CCC(=O)N(C)C)ccc4c3CCN2C1=O

By substructure: the entries above containing bromine.
SMILES	SUMO1 PPI mod	STEP block	NadD inh	NRP1-CendR mod	Neddylation inh	SKN-1 inh	DNMT1 inh	TbMetRS inhib	Scp1 inh	LMPTP inh
O=C(CNC(=O)c1ccc(Br)o1)OCc1ccc(Br)cc1	3.4	-0.4	3.7	2.8	i	-6.2	0.5	2.2	12.8	0.4
CCc1ccc([C@@H]2CC=C(C(=O)O)[C@H](c3ccc(Br)cc3)N2S(=O)(=O)c2ccc(C)cc2)cc1	19.6	-2.8	12.1	-56.5	i	-4.7	22.2	0.4	-12.4	3.4

Next part:
SMILES	SUMO1 PPI mod	STEP block	NadD inh	NRP1-CendR mod	Neddylation inh	SKN-1 inh	DNMT1 inh	TbMetRS inhib	Scp1 inh	LMPTP inh
OC[C@@H]1CN(Cc2ccc(-c3ccccc3)cc2)C[C@H](n2cnc3c(NC4CC4)ncnc32)O1	2.4	-0.5	-4.2	8.7	i	8.6	-3.8	-0.2	·	1.4
COc1ccc(N2C(=O)CCC(C(=O)O)C2c2ccc(F)cc2)cc1 (stereo unspecified)	0.4	1.7	-2.0	8.9	i	-2.3	-0.7	-0.9	-3.6	-1.4
COc1cc(N=Nc2ccc(Br)cc2)cc(C=O)c1O	8.0	2.2	8.2	-15.5	i	26.1	9.5	-0.2	·	17.2
COc1ccc(Nc2nc(-c3ccccc3)nc3ccccc23)cc1S(=O)(=O)N1CCOCC1	0.1	-1.5	7.8	-2.9	·	2.4	-6.7	-0.4	3.1	20.6
O=C(c1cccnc1)N1CCN(C(=O)c2ccco2)CC1	0.8	5.7	-6.9	9.8	i	1.6	0.5	-1.1	3.1	-2.5
Cc1[nH]c(C)c(S(=O)(=O)NCCc2ccccc2)c1C(=O)N1CCCC1	0.0	0.6	4.2	5.5	i	19.4	-0.4	0.1	-7.5	0.7
CCN(C(=O)CN1CCN(c2cccc(Cl)c2)CC1)c1c(N)n(Cc2ccccc2)c(=O)[nH]c1=O	-2.2	-5.2	0.7	0.1	i	-20.5	-2.4	-1.3	-0.7	-0.2
Cc1ccc(SCC(=O)Nc2ccc(-c3nnc(-c4ccco4)o3)cc2)cc1	1.6	13.3	-4.4	5.8	i	3.0	15.6	-0.5	70.1*	30.4
COC(=O)[C@@]1(C(C)C)N=C(c2cc(OC)c(OC)c(OC)c2)[C@]2(O1)C(=O)Nc1ccccc12	1.2	·	2.1	-3.7	i	5.5	·	0.1	·	0.0
Cc1nc2ccc(NC(=O)c3ccc(=O)[nH]c3)cc2s1	0.1	0.5	4.2	10.0	i	8.1	2.2	0.1	-1.2	-1.0
Cc1ccc(C(=O)OCC(=O)Nc2c(C)nn(-c3ccccc3)c2C)c(O)c1	-4.1	0.6	-3.6	-0.4	i	13.4	-1.5	-0.4	·	-0.5
COc1cccc(CC(=O)NCCCSc2ccccc2)c1	1.3	-1.6	0.0	-11.1	i	9.9	-1.1	0.4	-8.3	0.2
Cc1csc(NC(=O)CSc2nsc(SCC(=O)Nc3nc(C)cs3)c2C#N)n1	4.1	1.5	9.4	6.1	i	3.3	-6.4	0.2	-4.3	1.2
O=c1[nH]c2ccccc2nc1/C=C(\O)c1cccs1	-10.7	-5.3	-1.1	9.1	i	0.7	6.0	-0.4	-0.8	0.9
C/C(CC(=O)Nc1cccc(F)c1)=N\NC(=O)c1ccncc1	-3.4	-1.6	-21.1	-0.6	i	-6.8	0.1	-0.4	-11.0	-0.8
CC(C)(C)C(=O)COc1ccccc1[N+](=O)[O-]	4.7	1.3	-3.2	3.7	i	-4.3	-2.9	-0.9	-1.4	-1.8
Cc1ccc(CCN2C(Nc3ccccc3)=NC[C@@H]2C)cc1	8.7	-1.5	-5.4	3.2	i	-0.5	-3.4	-0.1	11.0	-1.1
CC(=O)c1ccc(NC(=O)C(C)Sc2n[nH]c(-c3cccnc3)n2)cc1 (stereo unspecified)	-1.3	0.6	3.3	-1.3	i	2.1	1.6	-0.2	-2.3	-1.1
Cc1ccc(C2C(C(=O)c3ccco3)=C(O)C(=O)N2c2nnc(C)s2)cc1 (stereo unspecified)	-15.7	0.3	1.7	15.8	i	10.8	12.6	-0.2	0.3	-2.0
COc1ccccc1OCCn1c(SCC(=O)O)nc2ccccc21	2.3	2.8	0.5	-7.2	i	-0.6	16.5	-1.8	62.0*	-1.6
Cc1cccc([N+](=O)[O-])c1NC(=O)COC(=O)C1CC2CCCC(C1)C2=O (stereo unspecified)	1.0	-1.1	0.4	1.6	i	6.3	-1.7	0.0	-2.8	-0.2
CC1(C)C(Cl)C(=O)C(C(=O)c2ccccc2)C(=O)C1Cl (stereo unspecified)	0.4	-0.8	-2.8	-2.0	i	-7.0	0.8	-0.2	-7.7	-0.9
CC1CN(C2CC(C)(C)NC(C)(C)C2)CCC1=O (stereo unspecified)	2.9	1.8	1.4	-4.6	i	11.7	4.3	-0.1	-2.9	-2.0
Cc1ccccc1NC(=O)Nc1nc(C(N)Cc2ccccc2)cs1 (stereo unspecified)	-3.4	1.3	-0.4	0.6	i	7.0	-8.3	-0.1	·	-0.3
CCCCN1C(=O)C(=O)N(CC(=O)Nc2cc(Cl)ccc2OC)C1=O	-5.0	-0.4	-2.4	-0.8	i	-6.0	-0.8	-0.3	-4.3	0.1
CCOc1ccc(NC(=O)C2CC(=O)N(CCc3ccc(OC)c(OC)c3)C2)cc1OCC (stereo unspecified)	-2.8	1.1	-1.6	-2.1	i	10.2	-0.4	-0.3	2.0	0.0
